# From PubChem
# TRPV1 agonist: human TRPV1 agonism; Q8NER1; TRPV1-expressing cells, Fluo-8 calcium influx, agonist mode; activation, % at 8.33 µM; actives 0.19% (n = 320,000); AID 540275; in the data active = activation above about 80%; inconclusive = between about 30% and that limit; note: 0% is about no effect
#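 TRPV1-expressing cells were cultured overnight at 35.5C and loaded with Fluo-8 calcium dye for 40 to 90 min at room temperature. After a 10 s baseline, compound was added and calcium influx was read kinetically for 3 min (ex 480/em 520 nm).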
# CXXC DNA block: MLL CXXC-DNA interaction inhibition; Q03164; MLL-CXXC / FITC-HOXA9 DNA fluorescence polarization; Potency, µM (series often up to 115 µM), without a hit: at the highest dose activity change, negative = inhibition, hits mostly inhibitors; actives 0.037% (n = 290,000); active = well fitted inhibition curve with a large enough effect in the polarisation, with a control signal flat, not every such curve was filed as active; inconclusive = small, poorly fitted or top-dose-only effect, or effect the other way, or a change in a side signal; inactive = no such curve, though single readings can be large or run the other way; the % refers to the polarisation; note: potency is the fitted concentration of half-maximal effect
#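 Fluorescence polarization: 7 uM MLL-CXXC (stock) preincubated 5 min with compounds, then 50 nM fluorescein-HOX-A9 DNA (stock) added; 30 min ambient. Buffer 50 mM Tris-HCl pH 7.5, 50 mM NaCl, 1 mM DTT, 0.05% BSA.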
# KCNH2 WT inh: inhibitors of human wildtype KCNH2 potassium channel. actives 0.37% (n = 340,000). U2OS, BacMam KCNH2, thallium flux FluxOr; stronger effect = lower value. activity change, % at 1.84 µM. Q12809. AID 720551;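 active = maximum activity change below -70%; inconclusive = maximum activity change between -70% and -50%; inactive = maximum activity change above -50%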; note: % is set by controls: 0 for no effect and ±100 for the full control effect
#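 U2OS cells were transduced with wild-type KCNH2 virus (2.03 x 10^8 / mL) for 4 h at room temperature, then cultured overnight at 37 C. Thallium flux was read with FluxOr dye. Rate constants were normalized to DMSO controls.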
# FBPA coupling cs: counter-screen for Giardia aldolase inhibitors: coupling enzyme system | coupling enzyme system counterscreen, AmpLite Red fluorescence | activity change, negative = inhibition, % at 58.2 µM, hits read low | actives 0.67% (n = 290,000) | AID 2472; in the data active = activity change below about -30%; note: % is set by controls: 0 for no effect and ±100 for the full control effect
#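 Counterscreen lacking aldolase: glyceraldehyde-3-phosphate coupling-enzyme reagent preincubated 10 min at RT with compound (at 57.5 uM final), then substrate/coupling system with AmpLite Red added; fluorescence read at 525/598 nm after 20 min RT.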
# USP2a inh: inhibitors of human ubiquitin-specific protease USP2a; O75604; USP2 core, Ub-CHOP2 coupled fluorogenic reporter, 485/531; Potency, µM (top dose mostly 38.3 µM), inactives show top-dose activity change, negative = inhibition, actives largely listed as inhibitors; actives 0.01% (n = 330,000);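 note: potency is the fitted concentration of half-maximal effect; plate controls were DMSO wells for no effect and full inhibition by NEM control for full effect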
#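 Cell-free coupled assay: 10nM USP2 core preincubated 30min RT with compound in Tris-HCl pH 8.0/CaCl2/CHAPS buffer, then 25nM Ub-CHOP2 and 25nM reporter substrate; fluorescence (Ex 485/Em 531) read after 60min RT, normalized to NEM inhibition, concentration-response curves fitted.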
# Giardia kill: kills Giardia lamblia. AID 540267. actives 0.15% (n = 340,000). activity change, % at 7.66 µM, hits read low. Giardia lamblia trophozoite viability; in the data active = activity change below about -80%; inconclusive = between about -30% and that limit;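 note: parasites exposed to compound for two days anaerobically before the ATP read; % is set by controls: 0 for no effect and ±100 for the full control effect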
#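 Trophozoites 100 cells/well + cpd; 48 hrs, 37 deg C, anaerobic. ATPLite 1-Step added, 15-30 min RT, luminescence read (ATP-based viability).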
# B2AR arrestin: recruits beta-arrestin to the human beta2-adrenergic receptor. beta-arrestin recruitment to beta2AR, cell-based reporter. AID 492947. Potency, µM (highest dose often 46.1 µM), for inactives: at the top dose activation, usual class: activators. actives 0.02% (n = 330,000). P07550;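 note: potency is the fitted concentration of half-maximal effect; 0% = DMSO controls and full agonism = EC100 isoproterenol or metaproterenol; nearly all actives have a fitted effect of over 65% in size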
# Menin MLL FP TR: menin-MLL binding inhibition, Texas Red mutant peptide; O00255; Menin + Texas Red MLL mutant peptide, fluorescence polarization; Potency, µM (series often up to 61.6 µM), for the others: at the top dose FP activity change, negative = inhibition, most hits filed as inhibitors; actives 0.23% (n = 270,000); active = well fitted inhibition curve with a large enough effect in the polarisation, with a control signal flat, not every such curve was filed as active; inconclusive = small, poorly fitted or top-dose-only effect, or effect the other way, or a change in a side signal; inactive = no such curve, though single readings can be large or run the other way; the % refers to the polarisation; note: potency is the fitted concentration of half-maximal effect; % of control where 0% means no effect; many of its hits are not listed in these tables
# GALK inhibitor: blocks human galactokinase activity. P51570. Purified GALK, Kinase-Glo residual ATP luminescence. Potency, µM (series often up to 57.5 µM), for the others: top-dose activity change, negative = inhibition, most hits filed as inhibitors. actives 0.007% (n = 270,000); note: potency is the fitted concentration of half-maximal effect; % is set by controls: 0 for no effect and ±100 for the full control effect
#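 GALK at 5 nM final was combined with compound, 35 uM ATP and 100 uM galactose in HEPES pH8.0 with MgCl2 and DTT. The reaction ran one hour at room temperature before luminescent ATP detection.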
# KCNH2 3.1 inh: inhibitors of human KCNH2 3.1 potassium channel isoform; actives 0.95% (n = 340,000); U2OS KCNH2 3.1, thallium flux FluxOr; stronger effect = lower value; activity change, % (tested at about 1.8 µM);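 active = maximum activity change below -70%; inconclusive = maximum activity change from -70% to -50%; inactive = maximum activity change above -50%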;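 note: thallium influx rate constant from kinetic fluorescence after stimulation buffer; % is set by controls: 0 for no effect and ±100 for the full control effect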
#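 Virally transduced U2OS (3.1 isoform, 4 h infection in dark at RT) → overnight 37 C → FluxOr + Red40 in HBSS/HEPES, 45 min → stimulation buffer, 2 min kinetic read → rate constant vs DMSO controls.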
# PKM2 act: activators of human pyruvate kinase M2; purified PKM2, Kinase-Glo ATP luminescence, activation; response scale: 0% is enzyme alone, no compound; P14618; Potency, µM (series often up to 57.5 µM), without a hit: at the top dose activation, hits mostly activators; actives 0.34% (n = 260,000); note: potency is the fitted concentration of half-maximal effect; % is set by controls: 0 for no effect and ±100 for the full control effect; nearly all actives have a fitted effect of over 55% in size
#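 Kinase-Glo luminescence reports ATP generated from ADP (0.1 mM) and PEP (0.5 mM) by purified hPK-M2 after 1 h at room temperature, pH 7.2 imidazole buffer; intermediate enzyme activity allows detecting inhibitors and activators.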
# An asterisk follows results filed as active; ? = inconclusive; . = not tested or not shown; & = joins results of further samples; [ ] = remark or other dose. Unless noted, calls come from the whole dose curve; as a rule, active = well fitted curve in the direction sought with a large enough effect; inconclusive = small, poorly fitted or top-dose-only effect, or another doubt; inactive = no such curve, though single readings can be large; an effect the other way counts as inactive or inconclusive. Only part of the results is shown; count on the stated rates, not on these rows.
SMILES,TRPV1 agonist,CXXC DNA block,KCNH2 WT inh,FBPA coupling cs,USP2a inh,Giardia kill,B2AR arrestin,Menin MLL FP TR,GALK inhibitor,KCNH2 3.1 inh,PKM2 act
COc1ccc(S(=O)(=O)N2CCOCC2)cc1NC(=O)COC(=O)CC1CC2CCC1C2 (stereo unspecified),.,.,4,.,-1%,-18,-0.7%,.,.,21,.
CC(=O)OCCNc1cc(N2CCN(C)CC2)c2noc3c2c1C(=O)c1ccccc1-3,0,?,-5,-26,21%,-13,0.0%,?,1%,4,-6%
CCc1ccc(NC(=O)Cn2ncc3c4ccccc4n(C)c3c2=O)cc1,.,-7%,-3,-3,4%,-5,-0.7%,.,-4%,2,1%
C=CC[C@@H](CC(=O)N(CCO)Cc1ccccc1)C(=O)N[C@@H](COC(=O)[C@@H](CC=C)Cc1ccc(F)cc1)Cc1ccccc1,.,.,1,.,-16%,-21,-0.9%,.,.,-8,.
COc1ccccc1/C=C/CN1CCCC(CCC(=O)NCc2ccccc2F)C1 (stereo unspecified),-1,0%,8,1,2%,9,-0.7%,-6%,-1%,-5,8%
CC(C)(C)CC(C)(C)NC(=S)NC1CCN(Cc2ccccc2)CC1,14,14%,5,1,4%,-16,0.7%,?,0%,-7,-3%
CCCCN(C)C(=O)C1CCN(Cc2cccnc2)CC1,-6,?,-2,0,-2%,-23,-1.5%,-19%,-2%,-3,1%[11.5 µM]
C#CCOCCOCCOCCNc1nc(N2CCN(C(=O)[C@H](CCC(=O)O)n3cc([C@@H](N)[C@H](C)CC)nn3)CC2)nc(N2CCN(C(=O)[C@H](CCCCN)n3cc([C@@H](N)CC(N)=O)nn3)CC2)n1,.,.,3,.,3%,4,-0.5%,.,.,-3,.
CN1C(=O)NC(NS(=O)(=O)c2ccc(N)cc2)(C(F)(F)F)C1=O (stereo unspecified),-4,2%,-6,-4,2%,-6,-0.8%,-17%,-1%,-26,-7%
O=C(NCc1ccccc1Cl)C1=CC=CN2CCS(=O)(=O)N=C12,2,.,19,.,2%,0,0.1%,.,.,8,.
CCOC(=O)C1=C(O)C(Nc2nccs2)(C(F)(F)F)N=C1C (stereo unspecified),.,2%,3,2,1%,15,-0.2%,.,-1%,-20,9%
COC(=O)c1ccc(/C=C/C(=O)O)cc1,-3,-9%,-1,4,3%,-20,-1.2%,.,1%,1,4%
COc1ccc(S(=O)(=O)N2CCN(C(=O)CCC3CCCC3)CC2)cc1,-3,1%,12,0,0%,2,-0.2%,-16%,0%,1,24%
COc1ccccc1N1C(=S)N=C(Nc2c(C)cccc2C)C12CCCC2,.,-4%,4,0,10%,22,0.0%,.,-1%,5,0%
COc1ccc(C(=O)Nc2ccc(C(=O)OCC(=O)c3cccc4ccccc34)cc2)cc1,-3,9%,-16,1,-3%,-2,-0.8%,3%,1%,10,-15%
NC(=S)c1ccc(C(N)=S)o1,0,4%,-31,-12,0%,2,-0.6%,1%,8%,10,16µM*
O=C(O)C1Sc2[nH]c(=O)sc2C2c3cc(Br)ccc3OC(=O)C12 (stereo unspecified),5,35%[activator],2,-1,4%,-18,-0.7%,.,.,-2,-1%
CCCCN(C(=S)NC(=O)c1ccccc1)c1c(N)n(Cc2ccccc2)c(=O)[nH]c1=O,1,-3%,-2,3,0%,14,-0.9%,-10%,0%,-13,-23%
Cc1cc(=O)n2nc(N3CCCC3C(=O)NCCCN3CC(C)CC(C)C3)sc2n1 (stereo unspecified),2,2%,1,4,4%,-6,-0.1%,19%,0%,3,1%
CC1CC1c1ccc(/C=C(\C#N)C(=O)Nc2ccc(Cl)cc2Cl)o1 (stereo unspecified),0,11%,3,0,0%,3,-0.4%,9%,1%,2,1%
CC12CN(NC(=O)c3ccccc3F)C3(C#N)CC1CCC23C (stereo unspecified),1,3%,-2,3,3%,-4,0.0%,?,0%,9,-6%
O=C(NCCCn1ccnc1)C(=O)NCC1OCCCN1S(=O)(=O)c1ccc(F)cc1 (stereo unspecified),2,2%,.,2,2%,4,-0.3%,5%,12%,15,1%
Cc1nc(C)c(-c2ccc(SCC(=O)Nc3ccc(C)c(Cl)c3)nn2)s1,8,3%,-5,.,3%,0,0.3%,.,-3%,.,-6%
Oc1ccc(Br)cc1C=Nc1ccc2[nH]ncc2c1,4,4%,-4,-8,-1%,8,-0.6%,-6%,.,3,4%
CCN(CC)c1ccc(NC(=O)c2cc(OC)cc(OC)c2)c(C)c1,-3,-2%,1,0,2%,-2,0.0%,-6%,0%,2,4%
COC(=O)c1ccc(S(=O)(=O)c2ccc(C(=O)OC)s2)s1,3,0%,5,0,-2%,10,-0.1%,-1%,1%,2,1%
COc1ccc(NC(=O)c2nn(C)cc2[N+](=O)[O-])cc1,1,4%,2,0,0%,-23,4.5%,.,3%,5,-8%
COc1ccc(-c2csc(NC(=O)CCn3cnc4ccccc4c3=O)n2)cc1OC,-2,35%[activator],25,-1,-1%,-2,-0.3%,46%[activator],4%,-5,-1%
CC(C)OCCCNC(=O)C1CC(=O)N(CCc2ccc(F)cc2)C1 (stereo unspecified),5,-1%,-7,-2,-2%,-4,-0.6%,5%,-1%,6,-6%
COc1cc(/C=C/C(=O)Nc2nnc(C(C)(C)C)s2)cc(OC)c1OC,-1,1%,2,4,0%,24,-0.8%,?,2%,-10,-1%
CCn1c(SCC(=O)Nc2ccc(OC)c(OC)c2)nnc1-c1cnccn1,2,3%,-2,0,3%,-4,0.8%,3%,-2%,-43,-2%
O=C(O)CCn1c(C2CCCCC2)nc2ccccc21,-2,-14%,-16,-2,?,9,-0.9%,-1%,0%,4,2%
Cc1ccc2c(c1)c1c3n2CCN(CC#N)C3CCC1 (stereo unspecified),0,15%,16,-1,-1%,25,-1.2%,10%,-4%,14,-8%
Cn1ncc2c(Nc3ccc(Cl)cc3)ncnc21,?,2%,9,-2,0%,-10,-1.1%,21%,5%,9,-1%[0.46 µM]
O=C(C[n+]1cc(-c2ccc(Br)cc2)n2c1CCCCC2)c1ccccc1,-1,2%,-14,5,1%,0,-1.0%,?,-1%,4,3%
O=C(N[C@@H](Cc1ccccc1)C(=O)N1CCC2(CC1)NCCc1[nH]cnc12)c1cccc(Br)c1,2,-4%,-7,.,3%,-3,0.3%,.,5%,-5,.
CO[C@H]1[C@@H]2C=CO[C@@H](O[C@H]3O[C@@H](CO)[C@H](O)[C@@H](O)[C@@H]3O)[C@@H]2[C@@]2(CO)O[C@@H]12,-4,.,18,.,2%,7,0.0%,.,.,-1,.
COc1cc(S(=O)(=O)N2CCN3CCCC3C2)ccc1-n1cnnn1 (stereo unspecified),-1,-4%,-1,2,1%,-19,-0.6%,-2%,8%,-12,7%
O=C(COC(=O)c1ccc(S(=O)(=O)NCc2ccco2)cc1)NCCC1=CCCCC1,0,-1%,2,-1,2%,-4,0.0%,-8%,-1%,-9,1%
CCCCn1c(=O)c(-c2ccccc2)c(O)c2ccccc21,4,-3%,7,0,0%,-2,-0.8%,-10%,6%,-2,1%
Cc1ccc(OCCC(=O)OCC(=O)c2c(N)n(C)c(=O)n(C)c2=O)cc1,1,.,15,.,2%,0,0.0%,.,.,6,.
CCCCC(CC)CNS(=O)(=O)c1ccc2c(c1)CCN2C(=O)CCC(=O)O (stereo unspecified),5,7%,-18,13,0%,3,6.4%,7%,-2%,?,-1%
Cc1ccccc1CS(=O)(=O)c1nnc([C@H](Cc2ccccc2)NC(=O)OC(C)(C)C)o1,-10,-15%,1,-12,-5%,-3,-0.2%,-6%,1%,-16,25%
CCCCn1c(=O)c2c(O)cc(=O)oc2c2ccccc21,-1,18%,?,3,0%,2,-0.5%,-2%,-1%,-10,0%
CCN(CC(=O)Nc1ccc(OC)cc1)C(=O)C1CCN(C(=O)c2ccc(Cl)cc2)CC1,-2,.,33,.,2%,17,-0.8%,.,.,10,.
CCOC(=O)c1[nH]c2c(c1C)C(=O)CC(c1ccc(OC)c(OC)c1)C2 (stereo unspecified),3,1%,-4,1,0%,-12,-0.2%,-1%,2%,-6,1%
CNc1ccc(C(=O)OCC(=O)NCc2ccc3c(c2)OCO3)cc1[N+](=O)[O-],-1,.,6,.,2%,-2,-0.2%,.,.,0,.
COC(=O)[C@@]1(Cc2ccc(F)cc2)[C@H]2c3cc(C(=O)N(C)C)n(CCc4ccc(OC)c(Br)c4)c3C[C@H]2CN1C(=O)c1ccccc1,2,7%,2,-6&-2,-1%,-17,-0.9%,10%&-9%,.,0,0%&-3%
